# Screening results as filed in PubChem BioAssay.
# NCI-60 one-dose screen, 48 h, at 10 µM unless noted. Numbers give growth in % (100 = growth as untreated, 0 = no growth, -100 = all killed).
# KM12 – KM12 colon cancer cells | actives 5% (n = 82,000)
# HCT-15 – HCT-15 colon cancer | actives 5.2% (n = 82,000)
# SF-268 – SF-268 CNS cancer cells | actives 3.1% (n = 82,000) | AID 1794759
# SNB-75 – SNB-75 CNS cancer; actives 5% (n = 79,000)
# HCC-2998 – HCC-2998 colon cancer; actives 4.7% (n = 79,000); AID 1794799
# SW-620 – SW-620 colon cancer; actives 5.2% (n = 82,000)
# SNB-19 – SNB-19 CNS cancer cells; actives 2.5% (n = 81,000)
# HT29 – HT29 colon cancer. actives 7.4% (n = 81,000). AID 1794748
# HCT-116 – HCT-116 colon cancer | actives 7.3% (n = 82,000)
# Active calls of the source: *; . = not tested or not shown. The calls were made as follows: active = growth percent below 10; inactive = the rest.
SMILES,KM12,HCT-15,SF-268,SNB-75,HCC-2998,SW-620,SNB-19,HT29,HCT-116
N#CCc1ccccc1C(=O)O,111,109,115,98,103,106,110,94,119
CC(=O)c1ccc(Oc2nc(CNc3ccc(S(N)(=O)=O)cc3)nc3ccccc23)cc1,84,97,106,90,125,102,103,103,97
O=C(NCCNc1cc(-c2cn(-c3ccccc3)nc2-c2cccc(O)c2)ccn1)Nc1ccc(Cl)c(Cl)c1,70,47,60,41,88,69,75,66,69
COc1cc(OC)c(/C=C/C(=O)c2c(OC)cccc2OC)c(OC)c1,8.6*,16,32,11,0.8*,18,19,0.5*,9.1*
CC[N+](C)(CC)CCO,110,98,112,108,102,100,98,103,105
COc1cccc(N=Nc2cccc(OC)c2)c1,96,91,103,102,89,94,97,95,85
O=S1(=O)CCN(C2CCCCCCC2)CC1,102,98,97,107,104,101,102,101,96
NS(=O)(=O)c1ccc(Cn2c(SCC(=O)Nc3ccccc3)nc3ccccc3c2=O)cc1,103,95,92,93,110,101,98,113,103
Cc1ccc(C(=O)/C(=C\c2ccc([N+](=O)[O-])cc2)S(=O)Cc2ccc(Cl)cc2)cc1 (stereo not drawn),47,11,25,75,59,7.5*,47,-51*,-50*
CNC(=O)OCN1C(=O)C2CC=CCC2C1=O (stereo not drawn),117,115,121,96,121,108,113,117,114
CCO/C=C1\C(=O)N(C(C)=O)c2cc(OC)c(OC)cc21,97,110,77,91,102,94,98,113,115
Cc1ccc(/C=C/C(=O)c2ccc(NC(=O)CSc3nc4c([nH]3)c(=O)n(C)c(=O)n4C)cc2)cc1,95,103,95,86,114,95,94,106,91
Cc1ccc(S(=O)(=O)Nc2cccc(Cn3c(=O)[nH]c4ccc(Oc5ncccn5)cc4c3=O)c2)cc1,40,91,82,79,81,65,57,65,59
O=c1oc2ccccc2cc1-c1nn(-c2ccccc2)cc1-c1nn[nH]n1,106,100,103,76,110,102,98,104,97
C=CCn1c(SCC(=O)Nc2ccc(C(=O)/C=C/c3cc(OC)c(OC)c(OC)c3)cc2)nnc1-c1ccccc1,54,61,94,95,108,73,86,49,16
CSc1[nH]n(C2=Nc3ccccc3Sc3ccccc32)c(=O)c1C#N,100,81,108,100,100,89,96,114,79
N#C/C(=C\c1ccc([N+](=O)[O-])s1)c1nc2cc(Br)ccc2s1,16,-52*,6.3*,12,-8.3*,.,7.8*,22,-66*
C#CCOC(=O)/C=C/c1cn(-c2ccccc2)nc1-c1ccc(C)cc1,100,108,89,92,114,98,91,104,87
CCCSc1nc(Nc2ccc(/C(C)=N\NC(N)=S)cc2)c(C#N)c(-c2ccc(OC)cc2)n1,85,76,64,56,110,103,40,88,45
O=S(=O)(Nc1ccc(I)cc1Cl)c1ccc(-c2cnc(C3CC3)o2)cc1,26,31,59,.,79,18,46,16,22
CC(C)c1ccc(C2OCCCO2)cc1,108,98,104,78,99,105,99,111,102
Oc1ccccc1-c1nnco1,100,100,65,46,104,98,93,98,106
Cc1ccc(C(=O)/C=C/c2ccc3c(c2)OCO3)c(C)c1,91,92,101,107,101,105,95,102,95
CN(C)CCCn1c2c(c3cnccc3c1=O)C(=O)c1ccccc1-2,3.2*,-3.5*,-3.3*,11,4.0*,-6.0*,1.0*,-2.4*,-13*
CCOC(=O)Nc1ccc2c(c1)C(=O)N(CCOC)c1ccccc1O2,23,26,57,32,55,32,55,8.2*,24
O=C1c2ccccc2CCC1[n+]1ccccc1 (stereo not drawn),98,101,94,89,105,104,104,80,75
N#Cc1ccc(S(=O)(=O)O)c2ccccc12,103,100,109,92,117,101,106,101,97
COc1ccc(C(CC(=O)O)c2c(C)[nH][nH]c2=O)cc1 (stereo not drawn),110,105,99,94,103,98,96,109,106
CCCN1CCN(c2ccc3nc(-c4ccc5nc(-c6ccc(OCC)cc6)[nH]c5c4)[nH]c3c2)CC1,43,-57*,69,50,-97*,-84*,62,-69*,-90*
CCOC(=O)c1c(C)nc2c(c1N)CC(=O)N2[C@@H](C)c1ccccc1,89,89,88,87,96,112,109,76,86
CCn1c(SCC(=O)c2ccc(OC)cc2)nnc1-c1ccncc1,105,105,95,86,.,100,103,105,102
COc1ccc2[nH]c(=O)c(C3C4=C(CC(C)(C)CC4=O)Nc4nc(OC)[nH]c(=O)c43)cc2c1 (stereo not drawn),100,100,96,88,101,110,110,90,96
NC(Cc1ccc(O)cc1)C(=O)NNc1n[nH]c(=S)n1N (stereo not drawn),108,105,103,92,102,93,94,105,95
N[C@H](Cc1ccccc1)C(=O)O,113,103,119,115,102,109,101,97,103
O=C(OCC(F)(F)C(F)(F)C(F)(F)C(F)F)c1cc2ccccc2cc1C(=O)OCC(F)(F)C(F)(F)C(F)(F)C(F)F,107,96,107,94,114,107,111,116,107
CC(C)n1cc(C#N)c(N)n1,121,106,112,99,105,102,95,105,110
Cc1ccc(-c2nn(CC(=O)N3CCCC3)c(N)c2C#N)cc1,107,105,96,95,109,100,96,108,99
Cn1c(=O)c2nc3n(c2n(C)c1=O)C(=N)C(C(=O)c1ccccc1)N=N3 (stereo not drawn),120,107,119,78,105,112,105,108,106
O=C1Cc2cc(O)ccc2O1,112,117,106,86,105,113,107,104,101
Cn1c2ccccc2c2c3c(c4c5ccccc5[nH]c4c21)C(=O)N(OCCCCCC#N)C3=O,88,85,102,90,116,83,.,96,80
CCOC(=O)c1cn2c3c(cc(C)cc3c1=O)C(=O)/C(=C/c1ccccc1)C2,102,109,96,.,99,101,84,105,86
O=c1[nH]c(SCc2ccccc2)nc2ccccc12,98,101,98,89,107,99,94,103,105
N#C/C(=C\c1ccc(Cl)cc1Cl)C(=O)NNc1nc2ccccc2[nH]c1=O,96,91,76,80,109,88,85,99,94
CC(C)=CCC[C@](C)(O)[C@@H]1CC=C(C)CC1,106,100,102,105,108,99,107,101,97
Cc1cc(=O)oc2cc(OCCOc3ccc(/C=C/C(=O)Nc4ccccc4[N+](=O)[O-])cc3)ccc12,.,89,103,107,129,105,98,107,102
Cn1c(=O)c2[nH]c(SCC(=O)Nc3ccc(C(=O)/C=C/c4ccc(Br)cc4)cc3)nc2n(C)c1=O,102,102,80,57,109,90,86,114,100
Cc1nc2ccc(Cl)cn2c1-c1nnc(SCc2ccccc2)o1,102,79,100,91,116,100,94,114,97
C[n+]1cccc(C#N)c1,105,113,104,97,112,104,101,92,100
O=C(N/N=C\c1cccc([N+](=O)[O-])c1)N/N=C/c1cccc([N+](=O)[O-])c1,107,109,102,89,109,103,100,114,108
CC(C)=NNC(=O)c1ccncc1,102,102,100,91,99,102,103,95,99

# Some of the entries so far, as tab-separated lines:
SMILES	KM12	HCT-15	SF-268	SNB-75	HCC-2998	SW-620	SNB-19	HT29	HCT-116
CNC(=O)OCN1C(=O)C2CC=CCC2C1=O (stereo not drawn)	117	115	121	96	121	108	113	117	114
CCO/C=C1\C(=O)N(C(C)=O)c2cc(OC)c(OC)cc21	97	110	77	91	102	94	98	113	115
Cc1ccc(/C=C/C(=O)c2ccc(NC(=O)CSc3nc4c([nH]3)c(=O)n(C)c(=O)n4C)cc2)cc1	95	103	95	86	114	95	94	106	91
Cc1ccc(S(=O)(=O)Nc2cccc(Cn3c(=O)[nH]c4ccc(Oc5ncccn5)cc4c3=O)c2)cc1	40	91	82	79	81	65	57	65	59
O=c1oc2ccccc2cc1-c1nn(-c2ccccc2)cc1-c1nn[nH]n1	106	100	103	76	110	102	98	104	97
C=CCn1c(SCC(=O)Nc2ccc(C(=O)/C=C/c3cc(OC)c(OC)c(OC)c3)cc2)nnc1-c1ccccc1	54	61	94	95	108	73	86	49	16
CSc1[nH]n(C2=Nc3ccccc3Sc3ccccc32)c(=O)c1C#N	100	81	108	100	100	89	96	114	79
N#C/C(=C\c1ccc([N+](=O)[O-])s1)c1nc2cc(Br)ccc2s1	16	-52*	6.3*	12	-8.3*	.	7.8*	22	-66*
C#CCOC(=O)/C=C/c1cn(-c2ccccc2)nc1-c1ccc(C)cc1	100	108	89	92	114	98	91	104	87
CCCSc1nc(Nc2ccc(/C(C)=N\NC(N)=S)cc2)c(C#N)c(-c2ccc(OC)cc2)n1	85	76	64	56	110	103	40	88	45
O=S(=O)(Nc1ccc(I)cc1Cl)c1ccc(-c2cnc(C3CC3)o2)cc1	26	31	59	.	79	18	46	16	22
CC(C)c1ccc(C2OCCCO2)cc1	108	98	104	78	99	105	99	111	102
Oc1ccccc1-c1nnco1	100	100	65	46	104	98	93	98	106
Cc1ccc(C(=O)/C=C/c2ccc3c(c2)OCO3)c(C)c1	91	92	101	107	101	105	95	102	95

# Later entries:
SMILES,KM12,HCT-15,SF-268,SNB-75,HCC-2998,SW-620,SNB-19,HT29,HCT-116
CSC1C(C#N)C(N)=Nc2c(C#N)cnn21 (stereo not drawn),103,104,101,91,105,95,98,105,101
COc1ccc(Cn2cc3c(c2-c2ccccc2)CCc2c(CO)noc2-3)cc1N,94,97,96,90,102,96,109,98,92
O=C1Nc2ccccc2C12C(=O)Oc1ccccc12 (stereo not drawn),105,115,99,91,108,102,103,114,112
Cc1[nH]c(C(=O)Nc2ccc(C(=O)NCCN)cc2OC2CCNCC2)c(Cl)c1Cl,109,96,96,72,103,94,99,105,90
c1ccc(Cc2c[nH]c3ccccc23)cc1,106,90,99,86,100,95,95,106,95
CC(C)C(C(=O)N(C)CC(O)c1ccc(O)cc1)N1C(=O)/C(=C/c2ccc(Br)cc2)SC1=S (stereo not drawn),100,80,79,.,102,100,88,94,87
Cc1nn(-c2ccccc2)c2ncnc(N/N=C/c3ccccc3O)c12,17,21,8.3*,5.5*,52,26,17,25,21
CC1=C(C(=O)O)N2C(=O)[C@@H](NC(=O)C(N)c3ccccc3)[C@H]2SC1 (stereo partly drawn),114,109,116,79,117,109,107,103,105
Cc1ccc(C(=O)CSc2nc3c([nH]2)c(=O)n(C)c(=O)n3C)cc1,104,101,99,98,102,100,116,103,89
N=C1c2nc3n(c2C(=O)c2nc4n(c21)CCCCC4)CCCCC3,106,109,108,105,112,105,113,106,107
Cc1nc2ccccc2n1CC1C(=O)NC(=O)NC1=O,103,106,106,94,127,108,99,107,104
COc1cc(C2Cc3ncccc3-c3[nH]c(=O)c4cccnc4c32)cc(OC)c1OC (stereo not drawn),23,17,44,41,25,27,29,0.6*,14
NC(=O)c1cc2cc(CN3CCCCC3)ccc2o1,91,106,97,97,126,109,105,98,96
C=C(C)CN(C#N)CC(=C)C,91,98,101,81,110,93,101,107,101
CSc1nnc(C2=CC(=O)c3ccccc3C2=O)n1-c1ccccc1,61,95,92,75,85,92,91,110,74
COC(=O)/C(CCC=C(C)C)=C1\[C@@H](OC(C)=O)C[C@@]2(C)[C@H]1C/C(=N/O)[C@H]1[C@@]3(C)CC/C(=N\O)[C@@H](C)[C@@H]3CC[C@@]12C,103,88,89,87,110,106,89,107,101
O=[n+]1ccn([O-])c2ccccc21,99,110,96,92,108,94,102,108,96
COc1cc(-c2nc(C(=O)Nc3ccc(F)c(F)c3)nn2-c2ccc(F)c(F)c2)cc(OC)c1OC,98,92,87,71,87,106,107,86,88
CCc1ccc(CNCC(O)c2ccccc2)cc1 (stereo not drawn),72,44,90,62,39,90,80,29,48
C[C@H]1C(=O)N2c3ccccc3[C@@]3(O)C[C@@H](n4cnc5ccccc5c4=O)C(=O)N1[C@@H]23,113,109,112,98,99,107,100,120,94
CCCCCCCCCCCC(=O)N1CCN(C(=O)CCCCCCCCCCC)CC1,101,95,105,100,104,102,101,93,95
CC(C)(C)NCc1cc(C(C)(C)C)cc(-c2ccc(Cl)cc2)c1O,88,80,87,77,98,77,90,71,82
Clc1ccc(/C=C(/C2=NCCN2)n2ccc3ccccc32)cc1,85,85,84,51,67,78,89,83,66
O=c1[nH]c2sc3c(c2c2nnnn12)CCCC3,103,105,94,72,109,110,103,103,101
S=c1oc(-c2cc(Cl)cc(Cl)c2Cl)nn1CNc1ccc(Cl)nn1,98,109,133,113,83,103,108,122,95
CCN(CC)CCOc1ccc2c(c1)O/C(=C\c1cccc(OC)c1)C2=O,98,97,93,81,86,95,97,94,102
CC(=O)OC[Si](C)(C)c1ccccc1,110,100,103,90,122,101,102,105,100
CC1=N[C@@H]2CN(C(=O)OC(C)(C)C)C[C@@H]2n2c1cc1ccccc1c2=O,97,104,99,92,107,107,105,106,103
C[N+]1(Cc2csc(-c3ccc(Cl)cc3)n2)CCCC1,78,103,94,72,133,109,91,89,96
OCCOc1ccccc1C(Cc1ccccc1)N1CCCCC1 (stereo not drawn),98,98,95,94,93,115,114,76,85
Cn1c(N2NC(=O)C(N=Nc3ccc(S(N)(=O)=O)cc3)C2=O)nc(-c2ccccc2)c(C#N)c1=O (stereo not drawn),126,86,125,76,96,90,95,95,98
Cc1cc(O)c(/C=N/C(N)=S)c(=O)o1,104,104,101,93,101,107,102,110,103
O=C(O)c1cc(Br)cc(Br)c1O,103,100,107,91,103,105,105,100,95
COc1ccc2c(c1)C(=O)/C(=C/c1ccccn1)CC2,-10*,68,91,76,.,57,76,43,26
CCCCn1c(=O)c(/C=C/C(=O)/C=C/c2ccc3c(c2)OCO3)cc2ccc(Cl)cc21,97,106,96,90,105,112,96,91,92
Cc1ccc(-c2cc[nH]c(=O)c2-c2nc3ccccc3s2)cc1,103,102,94,81,125,104,104,106,100
CS(=O)c1nccc(-c2c(-c3ccc(F)c(OCCc4ccccc4)c3)nc3sccn23)n1 (stereo not drawn),89,65,101,106,59,81,87,60,63
